A549 tox: Nrf2 qHTS screen for inhibitors: counterscreen for cytotoxicity. A549 ARE-Fluc cells, CellTiter-Fluor viability, 18-24 h. Potency, µM (doses to about 46 µM), for inactives: top-dose activity change, negative = cytotoxicity, most hits filed as inhibitors. hit rate 0.16% among 390,000. AID 504648, 2011; also: potency is read from the fitted curve at half-maximal effect; % is scaled to controls: 0 for no effect and ±100 for the full control effect
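Cytotoxicity counterscreen: CellTiter-Fluor fluorescence was measured in A549 ARE_Fluc cells after 18-24 h of compound exposure in a concentration series. The subsequent BugLite luminescent read reports ARE-luciferase activity.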
ATXN viability: Viability Counterscreen for Primary qHTS for Inhibitors of ATXN expression. S2 cells (HEK-293 line with an ATXN2-luciferase reporter) viability, CellTiter-Fluor protease fluorescence, 24 h. Potency, µM (top dose mostly 56.7 µM), hits mostly cytotoxic. hit rate 0.49% among 400,000. AID 651635, 2014; also: potency is read from the fitted curve at half-maximal effect; nearly all actives have a fitted effect of over 40% in size
TGFb SMAD3 inh: qHTS for Inhibitors of TGF-b; hit rate 1.2% among 410,000; HepG2 CAGA-GFP TGF-b/SMAD3 reporter, GFP fluorescence, 18 h; TGF-beta stimulated, 500 pg/mL final; Potency, µM (doses to about 46.1 µM), inactives show at the highest dose activity, negative = inhibition, usual class: inhibitors; also: potency is read from the fitted curve at half-maximal effect; % is scaled to controls: 0 for no effect and ±100 for the full control effect; nearly all actives have a fitted effect of over 65% in size
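Per well, imaged GFP fluorescence of HEPG2 CAGA-GFP cells gives the signal; cells get compound, then TGF-beta (500 pg/mL final), 18 h at 37 degrees C; %Activity versus -TGF-beta and +DMSO controls.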
Nrf2 inh: Nrf2 qHTS screen for inhibitors; A549 ARE-Fluc reporter, luciferase luminescence, 18-24 h; Potency, µM (doses to about 46 µM), for inactives: at the top dose activity change, negative = inhibition, hits mostly inhibitors; hit rate 2.1% among 360,000; also: potency is read from the fitted curve at half-maximal effect; % is scaled to controls: 0 for no effect and ±100 for the full control effect; nearly all actives have a fitted effect of over 60% in size
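Quantitative HTS in A549 cells stably bearing an antioxidant response element-firefly luciferase construct. Inhibition of Nrf2-driven transcription was scored by luminescence after 18-24 h of compound exposure at 37 °C.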
HepG2 tox: qHTS for Inhibitors of TGF-b: Cytotox Counterscreen. Potency, µM (series often up to 46.1 µM), for inactives: at the highest dose activity change, negative = cytotoxicity, usual class: cytotoxic. HepG2 CAGA-GFP viability, ATP luminescence, 18 h. hit rate 0.76% among 410,000; also: potency is read from the fitted curve at half-maximal effect; some results filed as inactive show a strong effect at the top dose
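HepG2 CAGA-GFP cells (1000/well, DMEM with 1% FBS) received compound, then TGF-beta at 500 pg/mL final, and were incubated 18 hours at 37 degrees C. Viability was read by CellTiter-Glo luminescence. Media-only wells were set as complete cell-killing and DMSO as no toxicity.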
EPAC2 ag: qHTS for Agonist of cAMP-regulated guanine nucleotide exchange factor 4 (EPAC2): primary screen. Rap guanine nucleotide exchange factor 4 (Homo sapiens), Q8WZA2. EPAC2 activation, biochemical qHTS; response scale: 100% = 6.5 mM cAMP response. Potency, µM (doses to about 154 µM), without a hit: at the top dose activation, most hits filed as activators. hit rate 0.079% among 360,000. AID 720711, 2013; also: potency is read from the fitted curve at half-maximal effect; nearly all actives have a fitted effect of over 50% in size
Target sequence (Q8WZA2 whole entry, looked up): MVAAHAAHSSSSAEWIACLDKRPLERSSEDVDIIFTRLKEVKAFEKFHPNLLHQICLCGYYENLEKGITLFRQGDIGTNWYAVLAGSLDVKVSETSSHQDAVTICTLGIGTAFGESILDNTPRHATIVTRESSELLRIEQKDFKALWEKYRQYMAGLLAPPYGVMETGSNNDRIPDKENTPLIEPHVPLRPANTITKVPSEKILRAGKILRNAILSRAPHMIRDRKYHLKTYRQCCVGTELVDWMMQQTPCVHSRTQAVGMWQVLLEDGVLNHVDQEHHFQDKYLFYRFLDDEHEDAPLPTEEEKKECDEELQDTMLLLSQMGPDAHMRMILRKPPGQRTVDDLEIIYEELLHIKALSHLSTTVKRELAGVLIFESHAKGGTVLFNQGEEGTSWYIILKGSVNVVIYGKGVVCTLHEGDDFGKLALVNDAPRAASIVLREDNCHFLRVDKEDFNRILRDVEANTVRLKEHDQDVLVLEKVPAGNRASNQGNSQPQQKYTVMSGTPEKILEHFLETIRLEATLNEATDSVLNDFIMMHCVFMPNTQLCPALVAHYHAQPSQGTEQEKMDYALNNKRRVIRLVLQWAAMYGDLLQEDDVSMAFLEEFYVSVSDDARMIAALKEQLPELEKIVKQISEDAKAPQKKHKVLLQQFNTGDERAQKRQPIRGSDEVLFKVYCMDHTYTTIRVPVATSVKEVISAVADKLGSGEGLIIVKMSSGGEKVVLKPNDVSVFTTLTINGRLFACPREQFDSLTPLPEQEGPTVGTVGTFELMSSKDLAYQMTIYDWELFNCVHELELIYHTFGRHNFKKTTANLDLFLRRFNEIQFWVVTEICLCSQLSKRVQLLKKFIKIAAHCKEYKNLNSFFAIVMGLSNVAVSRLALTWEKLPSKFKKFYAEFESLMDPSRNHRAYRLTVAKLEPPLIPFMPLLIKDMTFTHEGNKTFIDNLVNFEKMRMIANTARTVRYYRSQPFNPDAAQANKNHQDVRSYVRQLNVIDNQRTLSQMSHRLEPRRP
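Exchange assay: 100 nM EPAC2 with 250 nM Rap1B-BODIPY-GDP and 50 uM GDP. Fluorescence (ex 480/em 540 nm) read every 5 min for 30 min at room temperature. Data normalized to 6.5 mM cAMP as agonist control.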
Nrf2 activator: qHTS of Nrf2 Activators; AREc32 ARE-luciferase reporter (MCF7-derived line), luminescence, 24 h; Potency, µM (highest dose often 46.1 µM), for inactives: at the highest dose activation, most hits filed as activators; hit rate 0.31% among 410,000; AID 624171, 2012; also: potency is read from the fitted curve at half-maximal effect; % of control where 0% means no effect; nearly all actives have a fitted effect of over 65% in size
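Steps: seed AREc32_Fluc cells (1000/well, 5% FBS OPTI-MEM); incubate overnight at 37 deg C; add 23 nL compound; incubate 24 hr; add Steady-Glo; hold 30 min RT; read luminescence.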
ATXN2 expr inh: Primary qHTS for Inhibitors of ATXN expression. Potency, µM (top dose mostly 57 µM), without a hit: at the top dose activity change, negative = inhibition, usual class: inhibitors. HEK-293 ATXN2-luciferase reporter, luminescence, 24 h. hit rate 0.72% among 360,000; also: potency is read from the fitted curve at half-maximal effect; % is scaled to controls: 0 for no effect and ±100 for the full control effect; nearly all actives have a fitted effect of over 55% in size
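qHTS (up to 57 uM final) was run with 24 h compound exposure of reporter cells at 37 °C. Each well was multiplexed: SteadyGlo luminescence measured ATXN2-luciferase expression after a fluorogenic Gly-Phe-AFC viability readout (25 uM final).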
IL-2 act: qHTS of IL-2 Activators; AID 652025, 2013; activation, % (series mostly up to about 46 µM); IL-2 activation reporter assay, cell-based qHTS; stimulated with anti-CD3/CD4/CD28 beads; in transgenic mouse T cells; hit rate 0.065% among 360,000; in the data active = activation above about 50%; inconclusive = mostly about 30% to 49%; also: 0% is about no effect
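EGFP and DsRed fluorescence is measured by plate cytometry in unstimulated transgenic mouse T cells exposed to compound for 60 minutes, then stimulated 18 hours at 37 degrees C with anti-CD3/anti-CD4 beads plus anti-CD28.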
* = called active by the depositor; i = inactive; ? = inconclusive; nt = no result given; & = joins results of further samples; [ ] = dose if it differs, or a comment. Unless noted, calls follow the shape of the dose curve; as a rule, active = well fitted curve in the direction sought with a large enough effect; inconclusive = small, poorly fitted or top-dose-only effect, or another doubt; inactive = no such curve, though single readings can be large; an effect the other way counts as inactive or inconclusive. These rows are one share of the data; rates above refer to the full screens.

# | SMILES | A549 tox | ATXN viability | TGFb SMAD3 inh | Nrf2 inh | HepG2 tox | EPAC2 ag | Nrf2 activator | ATXN2 expr inh | IL-2 act
1 | CO[C@H]1C=C2CCN(C)[C@H]2C2c3cc4c(cc3C(=O)O[C@@H]21)OCO4 (stereo not given in full) | 1% | i | 9% | -13% | -19% | 13% | 0.0% | -1% | -0.5
2 | CCCC1C(C#N)=C(N)Oc2c1c(=O)oc1ccccc21 (stereo not given) | -14% | i | 2% | -12% | 4% | 11% | 0.4% | 7% | 2.4
3 | O/N=C/c1c[nH]c2ccccc12 | -1% | i | -1% | nt | 2% | 1% | -0.5% | 3% | -0.1
4 | O=C(CNC(=O)c1cccc(S(=O)(=O)N2CCc3ccccc32)c1)Nc1ccccc1Br | -7% | i | -24% | ? | -12% | 8% | -1.5% | -18% | -3.2
5 | Cc1ccc(CS(=O)(=O)Cc2ccc(C(=O)N3CCC4(CC3)OCCO4)o2)cc1 | 0% | i | -27% | 4% | -5% | 0% | -0.4% | -1% | -1.1
6 | O=C1CN=C(c2ccccc2F)c2cc(Cl)ccc2N1 | 0% | i | 30%[activator] | -24% | -1% | 3% | -0.7% | 3% | -0.5
7 | C[C@H]1CN([C@@H](C)CO)C(=O)CCCn2nncc2CO[C@H]1CN(C)C(=O)Oc1ccc2ccccc2c1 | nt | i | 0% | nt | -20% | 6% | 2.4% | -12% | -2.9
8 | C=CCn1c(O)c(C(CC)=NCCc2c[nH]c3ccccc23)c(=O)[nH]c1=O | -14% | ? | -20% | ? | -26% | 9% | 2.8% | -35% | -0.3
9 | Cc1ccccc1-n1c(O)c(/C=N/NC(=O)c2ccncc2)c(=O)[nH]c1=O | -4% | i | -7% | 13% | -33% | 7% | 0.4% | -19% | -0.2
10 | CSc1ccccc1C(=O)C1CCCN(Cc2ccccn2)C1 (stereo not given) | 0% | i | -18% | 2% | -20% | 4% | 1.7% | -1% | -2.9
11 | COC(=O)C(C)Oc1cc(C)cc2oc(=O)c3c(c12)CCC3 (stereo not given) | -2% | i | ? | 1% | -16% | -3% | 11% | 42%[activator] | 1.8
12 | Clc1cccc(CN2CCCCC2c2cccnc2)c1 (stereo not given) | 3% | i | -28% | 6% | 4% | -2% | -0.1% | -16% | 2.3
13 | COc1ccc(-c2noc(CN3C(=O)c4ccccc4C3=O)n2)cc1 | nt | i | ? | 10% | -11% | 11% | -0.5% | 7% | -0.5
14 | O=C(O)c1cccc(NC(=O)N2C[C@H]3C[C@@H](C2)c2cccc(=O)n2C3)c1 | -2% | i | 75%[activator] | 9% | 54% | 4% | -0.7% | 9% | 0.6
15 | COC(=O)C1=C(c2ccc(OC(F)(F)F)cc2)C[C@@H]2CC[C@H]1N2C(=O)NCCOc1ccc(OC)cc1 | -22% | ? | ? | 23µM* | -9% | -16% | 3.4% | ? | -0.3
16 | COc1ccc(OC)c(CNC(=O)CCS(=O)(=O)c2ccc3c(c2)oc(=O)n3C)c1 | 0%&8% | i | ? | 6%&15% | -1%&-46% | 6% | -0.7%&-1.1% | 4%&-5% | -1.5
17 | O=C1NC2NC(=O)N([N+](=O)[O-])C2N1 (stereo not given) | 2% | i | 1% | 12% | 15% | 5% | 5.2% | -19% | 0.1
18 | CCN(CC)C(=O)[C@H]1C[C@H](CC(=O)NCC23CC4CC(CC(C4)C2)C3)C(=O)N2CCc3c([nH]c4cc(-c5ccco5)ccc34)[C@]12C | -3% | i | ? | -19% | -21% | 3% | 0.3% | 5% | -0.6
19 | Cc1cc(OCC(=O)N2CCCN(C)CC2)ccc1Cl | -3% | i | -11% | 16% | -14% | 0% | -0.3% | 2% | 1.0
20 | NS(=O)(=O)OC(CCc1ccccc1)C(Cl)(Cl)Cl (stereo not given) | 0% | i | ? | 8% | -20% | 14% | 0.0% | -3% | -0.3
21 | Nc1c(C(=O)Nc2ccc(Cl)cc2)sc2nc3c(cc12)N1CCC3CC1 | -5% | nt | 4% | ? | -40% | nt | 1.3% | -6% | nt
22 | N#CC(c1cccnc1)N1CCOCC1 (stereo not given) | -6% | i | 8% | -1% | 2% | 12% | 2.7% | -1% | -4.2
23 | CCOP(=O)(CCP(=O)(OCC)OCC)OCC.C[CH2][Sn]([Cl])([Cl])[CH2]C | 16µM* | ? | ? | ? | 2% | -1% | -1.7% | 19µM* | -0.1
24 | COc1cc(/C=C2\C(=O)NC(=O)N(c3ccccc3)C2=O)c([N+](=O)[O-])cc1OC | -7% | ? | ? | -3% | -1% | 7% | 3.0% | -16% | -0.4
25 | CC(COc1ccccc1)N(CCCl)Cc1ccccc1 (stereo not given) | -1% | i | 29% | 11% | -1% | 13% | -0.2% | -11%&-14%&-10% | -0.6
26 | O=C(c1c[nH]cc1-c1ccccc1)c1cccc2ccccc12 | ? | i | 27% | ? | -30% | 20% | -0.1% | 0% | -2.5
27 | CC12CCC3C(CCC4CC(=O)C(C(O)C(F)(F)F)CC43C)C1CCC2O (stereo not given) | 4% | i | ? | -13% | -10% | 11% | 6.5% | -14% | 0.2
28 | CC[C@@]1(O)C(=O)OCc2c1cc1n(c2=O)Cc2cc3c(NC(=O)CN)cccc3nc2-1 | -8% | nt | ? | 2.6µM* | -55% | 1% | -0.4% | 0.34µM* | -5.4
29 | CC(=O)Nc1ccc2c(c1)CC1(C(=O)N(C)C(=O)N(C)C1=O)C1CCCN21 (stereo not given) | 2% | ? | -1% | 2% | -12% | 0% | -0.4% | -18% | -2.4
30 | COc1cccc(-n2c(CN3CCN(C)CC3)nc3ccc([N+](=O)[O-])cc3c2=O)c1 | -10% | i | -19% | -1% | -29% | 15% | 4.1% | -7% | 0.5

4 entries from above, ordered by molecular weight, high to low.
# | SMILES | A549 tox | ATXN viability | TGFb SMAD3 inh | Nrf2 inh | HepG2 tox | EPAC2 ag | Nrf2 activator | ATXN2 expr inh | IL-2 act
5 | Cc1ccc(CS(=O)(=O)Cc2ccc(C(=O)N3CCC4(CC3)OCCO4)o2)cc1 | 0% | i | -27% | 4% | -5% | 0% | -0.4% | -1% | -1.1
8 | C=CCn1c(O)c(C(CC)=NCCc2c[nH]c3ccccc23)c(=O)[nH]c1=O | -14% | ? | -20% | ? | -26% | 9% | 2.8% | -35% | -0.3
1 | CO[C@H]1C=C2CCN(C)[C@H]2C2c3cc4c(cc3C(=O)O[C@@H]21)OCO4 (stereo not given in full) | 1% | i | 9% | -13% | -19% | 13% | 0.0% | -1% | -0.5
2 | CCCC1C(C#N)=C(N)Oc2c1c(=O)oc1ccccc21 (stereo not given) | -14% | i | 2% | -12% | 4% | 11% | 0.4% | 7% | 2.4

(continued)
# | SMILES | A549 tox | ATXN viability | TGFb SMAD3 inh | Nrf2 inh | HepG2 tox | EPAC2 ag | Nrf2 activator | ATXN2 expr inh | IL-2 act
31 | CCC(=NCc1cccnc1)c1c(O)n(Cc2ccccc2)c(=O)[nH]c1=O | 1% | i | -11% | -12% | -19% | 12% | 0.4% | 1% | -1.0
32 | [O]=[Sb]([OH])([OH])[c]1ccccc1 | 0% | nt | -1% | -1% | 4% | nt | nt | nt | nt
33 | COc1ccc2c(c1O)-c1c(OC)c(OC)cc3c1[C@H](C2)N(C)CC3 | -3% | i | -8% | 8% | -16% | -9% | 0.6% | -1% | 0.0
34 | CCOc1ccc2nc(N3CCC(C(=O)Nc4ccc(Br)cc4F)CC3)sc2c1 | 2% | nt | -4% | ? | -12% | nt | -0.6% | nt | nt
35 | CCn1c(O)c(/C=N/NC(=O)c2ccccc2)c(=O)[nH]c1=S | -2% | i | -8% | 15% | -37% | -5% | 2.8% | 10% | -0.1
36 | CCN(CC)P(=O)(Oc1cccc(C)c1)N(CC)CC | -6% | i | -8% | 2% | -4% | 3% | 0.4% | 4% | 0.3
37 | C[C@]12C[C@@H](O)[C@H](O)CC1=CCC1C2CC[C@@]2(C)C1CC[C@@H]2O (stereo not given in full) | 1% | i | -3% | ? | -6% | 0% | 3.2% | 2% | 1.6
38 | O=P(O)(O)/C=C(\Cl)c1ccccc1 | 1% | i | -12% | -8% | 1% | 9% | 0.2% | 5% | 1.3
39 | COc1ccc(CN2CCc3nc(N4CCN(c5ccc(F)cc5)CC4)ncc3C2)c(OC)c1OC | -28% | i | ? | nt | -25% | nt | 0.3% | ? | nt
40 | O=C(c1cccn2c(=O)c3cc(Br)ccc3nc12)N1CCC2(CC1)OCCO2 | 7% | nt | -3% | nt | -15% | 9% | 0.3% | ? | -2.5

Records 31 to 32, reprinted for reference:
# | SMILES | A549 tox | ATXN viability | TGFb SMAD3 inh | Nrf2 inh | HepG2 tox | EPAC2 ag | Nrf2 activator | ATXN2 expr inh | IL-2 act
31 | CCC(=NCc1cccnc1)c1c(O)n(Cc2ccccc2)c(=O)[nH]c1=O | 1% | i | -11% | -12% | -19% | 12% | 0.4% | 1% | -1.0
32 | [O]=[Sb]([OH])([OH])[c]1ccccc1 | 0% | nt | -1% | -1% | 4% | nt | nt | nt | nt
